# RXFP1 antag: antagonists of human relaxin receptor RXFP1; HEK293-RXFP1, relaxin-stimulated cAMP HTRF, 30 min; active compounds read low; Q9HBX9; activity change, negative = inhibition, % at 57.5 µM; 350,000 tested, 0.59% active;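 active means activity change of -60% or lower, but not beyond a set lower limit; inconclusive means change between -60% and -40%, or beyond the set limit; inactive means change above -40%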; further: on the % scale 0 is the no-effect control and ±100 the full control effect
# D1 potentiator: enhances dopamine response at the human D1 receptor | P21728 | HEK293 TREx D1 cells, calcium flux, dopamine EC20 potentiation | potentiation, % at 10 µM | 360,000 tested, 0.036% active; in the data active means potentiation above about 30%; further: 0% is about no effect
# Target sequence (P21728 whole entry, looked up): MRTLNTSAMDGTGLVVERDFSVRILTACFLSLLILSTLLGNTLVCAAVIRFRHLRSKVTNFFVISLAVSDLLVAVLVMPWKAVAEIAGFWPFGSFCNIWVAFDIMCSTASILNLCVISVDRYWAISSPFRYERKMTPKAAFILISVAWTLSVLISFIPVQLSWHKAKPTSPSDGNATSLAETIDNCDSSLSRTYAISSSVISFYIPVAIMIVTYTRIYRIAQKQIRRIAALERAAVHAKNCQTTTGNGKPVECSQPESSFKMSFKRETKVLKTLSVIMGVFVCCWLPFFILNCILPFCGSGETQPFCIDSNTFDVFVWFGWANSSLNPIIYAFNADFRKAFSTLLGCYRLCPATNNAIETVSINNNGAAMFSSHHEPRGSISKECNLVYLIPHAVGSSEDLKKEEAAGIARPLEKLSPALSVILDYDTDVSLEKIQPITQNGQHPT
# D1 antagonist: antagonists of human D1 dopamine receptor | P21728 | HEK293 TREx D1 cells, calcium flux, dopamine EC80; active compounds read low | activity change, negative = inhibition, % at 10 µM | 360,000 tested, 3.2% active | AID 504652; in the data active means activity change below about -30%; further: on the % scale 0 is the no-effect control and ±100 the full control effect
#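 Tetracycline-induced HEK293 T-REx cells with force-coupled D1 receptor were loaded with a no-wash calcium dye. Compound was added after a 10 s baseline and read kinetically for 180 s; EC80 dopamine was then added and calcium flux followed another 180 s.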
# D1 agonist: activates the human D1 dopamine receptor. AID 504660. P21728. activation, % at 2 µM. HEK293 T-REx D1 cells, calcium flux, agonist mode. 360,000 tested, 1% active; in the data active means activation above about 30%; further: 0% is about no effect
#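 Tetracycline-induced HEK293 TREx D1 cells, force-coupled to calcium signalling, were dye-loaded with a no-wash calcium kit. Compound was pin-added after a 10 s baseline. Fluorescence was read kinetically at 1 cycle/s for 180 s, with calcium rises flagged as agonism.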
# Vif-A3F inh: Vif-A3F binding inhibition; Potency, µM (titrated, usually from 46.1 µM), for the others: at the top dose activity, negative = active; 390,000 tested, 0.2% active; HeLa A3F-eYFP + Vif (tagged APOBEC3F with the HIV-1 protein that degrades it), YFP fluorescence increase; AID 602313; further: potency means the concentration at half of the fitted maximal effect; % of control where 0% means no effect; nearly all actives have a fitted effect of over 65% in size
#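 HeLa cells stably expressing Vif plus C-terminally eYFP-tagged A3F were seeded, incubated overnight at 37 deg C, dosed with compound, incubated overnight again at 37 deg C. Yellow fluorescence (Ex 488/Em 500-530) reported blocked Vif-mediated A3F-eYFP degradation.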
# D2 potentiator: positively modulates the human D2 dopamine receptor allosterically; P14416; HEK293 T-REx D2, calcium flux, EC20 dopamine potentiation; potentiation, % at 10 µM; 340,000 tested, 0.34% active;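 active means potentiation over 3 SD above the plate norm, cut at about 30% in these data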; further: 0% is about no effect
#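 Potentiation of an EC20 dopamine calcium response is measured in a force-coupled, tetracycline-inducible Hek293 Trex D2 line. Compound-only kinetic reads over 180 s flag agonists before dopamine addition.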
# RXFP1 agonist: agonists of human relaxin receptor RXFP1 | Q9HBX9 | HEK293T-RXFP1 cAMP TR-FRET, 30 min; response scale: percent of porcine relaxin response, buffer zero | Potency, µM (titrated, usually from 57.5 µM), for inactives: at the highest dose activation, hits mostly activators | 370,000 tested, 0.3% active | AID 2676; further: potency means the concentration at half of the fitted maximal effect; on the % scale 0 is the no-effect control and ±100 the full control effect; nearly all actives have a fitted effect of over 60% in size; many of its hits are not listed in these tables
#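 HEK293 cells stably expressing RXFP1, treated 30 min at 37C with compounds plus PDE4 inhibitor Ro 20174; cAMP measured by HTRF TR-FRET. Normalized to buffer and 29 nM porcine relaxin; EC50 by Hill fit.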
# Vif-APOBEC3G blk: inhibitors of Vif-APOBEC3G interaction; Q9HC16; HeLa A3G-eYFP + Vif (tagged APOBEC3G with the HIV-1 protein that degrades it), YFP fluorescence, overnight; Potency, µM (doses to about 46.1 µM), inactives show top-dose activity, negative = active, usual class: inhibitors; 410,000 tested, 0.076% active; AID 602310;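 further: potency means the concentration at half of the fitted maximal effect; on the % scale 0 is the no-effect control and ±100 the full control effect; nearly all actives have a fitted effect of over 60% in size; hits raise eYFP signal because A3G escapes Vif-driven loss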
# Target sequence (Q9HC16 whole entry, looked up): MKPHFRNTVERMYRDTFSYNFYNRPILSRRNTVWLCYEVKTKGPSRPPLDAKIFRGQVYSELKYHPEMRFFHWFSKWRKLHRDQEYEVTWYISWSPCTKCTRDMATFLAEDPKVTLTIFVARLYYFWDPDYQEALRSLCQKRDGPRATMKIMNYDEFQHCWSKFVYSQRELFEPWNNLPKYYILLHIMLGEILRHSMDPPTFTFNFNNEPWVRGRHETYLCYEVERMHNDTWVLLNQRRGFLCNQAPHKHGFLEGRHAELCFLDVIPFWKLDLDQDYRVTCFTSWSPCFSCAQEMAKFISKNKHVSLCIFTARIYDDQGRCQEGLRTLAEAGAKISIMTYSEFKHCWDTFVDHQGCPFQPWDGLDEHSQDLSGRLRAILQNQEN
#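 HeLa cells stably expressing Vif and C-terminally eYFP-tagged A3G, seeded overnight at 37 deg C, then exposed to compound by pintool overnight at 37 deg C. Rise in yellow fluorescence (Ex 488/Em 500-530, Acumen) marks blocked Vif-driven A3G degradation.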
# Glioma ERSR ind: inducers of ER stress response in human glioma cells; AID 602332; Potency, µM, inactives show at the highest dose activation, hits mostly activators; 420,000 tested, 0.02% active; U87-MG GRP78 promoter luciferase reporter, 16 h; further: potency means the concentration at half of the fitted maximal effect; series mostly up to about 76 µM; % of control where 0% means no effect; nearly all actives have a fitted effect of over 35% in size
#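 ERSR induction read as luciferase luminescence (Bright-Glo, 10 min at room temperature) in stably transfected human U87-MG glioma cells exposed to compounds for 16 h, using GRP78 as sensor.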
# * marks the source's active call; other numbers are inactive results; ? = inconclusive; . = no result given. Unless noted, the call rests on the fitted dose curve; in most records, active means well fitted curve in the direction sought with a large enough effect; inconclusive means small, poorly fitted or top-dose-only effect, or another doubt; inactive means no such curve, though single readings can be large; an effect the other way counts as inactive or inconclusive.
SMILES,RXFP1 antag,D1 potentiator,D1 antagonist,D1 agonist,Vif-A3F inh,D2 potentiator,RXFP1 agonist,Vif-APOBEC3G blk,Glioma ERSR ind
CC(C)CN(C(=O)CN(C)CC(=O)Nc1ccccc1C#N)c1c(N)n(CC(C)C)c(=O)[nH]c1=O,-7,.,.,.,-4%,.,.,-4%,0%
COc1cc(-c2nnc(CSc3nc4ccccc4s3)o2)cc(OC)c1OC,.,-2,-10,1,.,-1,2.0%,.,.
CC(C(=O)NCC1CCCO1)N(C(=O)c1snc(C(N)=O)c1N)c1cccc(F)c1 (configuration not stated),-18,-9,6,0,-12%,-12,0.8%,-1%,1%
CN(CC(=O)Nc1ccc(F)cc1)CC(=O)N1CCCC1,8,0,1,1,-10%,-3,1.8%,-1%,-4%
CC(C)NC(=O)CSc1nccc(-c2cccs2)n1,4,-2,7,-1,14%,-11,-1.0%,0%,0%
O=C(CSc1nc2ccccc2[nH]1)NC1CCS(=O)(=O)C1 (configuration not stated),14,10,4,2,-2%,18,2.9%,0%,-3%
O=C(CSc1nc2c([nH]c3ccccc32)c(=O)n1-c1cccc(Cl)c1)NCC1CCCO1 (configuration not stated),.,-5,13,3,5%,12,12%,1%,0%
CCC1=[N+]([O-])C(C)(/C(C)=N\O)N(O)C1(C)C (configuration not stated),-3,-4,-2,1,4%,-10,1.2%,0%,-3%
COc1ccc(CCN(C)CCC(=O)Nc2ccc(C)cc2)cc1OC,-9,-5,-7,-1,-7%,-15,1.4%,-1%,-3%
Cc1ccc(S(=O)(=O)NNC(=O)Nc2cccc(F)c2)c(C)c1,4,-5,-26,6,2%,.,-2.4%,-5%,-4%
COc1ccc(Cl)cc1NC(=O)CCCn1c(C)c2cnn(-c3ccccc3)c(=O)c2c1C,-33,-5,-79*,1,11%,6,0.6%,-8%,-2%
CCN(CC(=O)Nc1ccccc1C(F)(F)F)C(=O)c1ccc2c(c1)NC(=O)C(C)S2 (configuration not stated),5,.,.,.,-2%,.,.,-8%,-2%
N#C/C(=C\c1ccc[nH]1)C(=O)NC1CC1,5,9,3,0,4%,10,0.0%,-1%,-3%
Clc1ccc(-c2nnc(NC3=NCCCCC3)o2)cc1,-1,-6,-12,0,-1%,-3,1.8%,4%,-15%
O=C(NC1CCNCC1)C1CC1,-4,0,7,2,0%,-7,0.7%,2%,2%
CCOc1ccc(C(c2c(O)cc(C)n(Cc3ccco3)c2=O)N2CCCCC2)cc1 (configuration not stated),-9,-2,-6,4,3%,11,2.2%,1%,-3%
Cc1ccc(-n2nc(C(=O)N3CCN(C)CC3)c3c4ccccc4n(C)c3c2=O)cc1,5,.,.,.,-3%,.,.,5%,-5%
Cc1nc(CS(=O)(=O)c2ccccc2)cc(N2CCOCC2)n1,-3,0,-9,2,-24%,4,1.4%,-6%,-3%
O=C(NCCCNC(=O)c1ccc(Cl)cc1Cl)c1ccccn1,-13,.,12,1,7%,2,4.4%,2%,1%
Cc1ccc(Cn2cc(S(=O)(=O)c3ccccc3)c(=O)c3cc(F)c(N4CCOCC4)cc32)cc1,-24,0,-11,3,2%,5,4.3%,0%,-1%
CC(=O)Nc1ccc([N+](=O)[O-])c(CS(=O)(=O)c2ccc(C)cc2)c1[N+](=O)[O-],-1,-5,-10,2,1%,-6,4.0%,-3%,-2%
Nc1ncc(-c2ccccc2)n1CC1CCCO1 (configuration not stated),8,-1,18,0,0%,-3,1.6%,1%,3%
Cc1ccc(-c2csc(NC(=O)CSc3nc(C)cs3)n2)cc1,-17,-1,2,-1,-3%,-3,-2.9%,-5%,2%
O=C1CCC(=O)N1CNc1ccc(Oc2ccccc2)cc1,-6,3,3,2,-3%,3,-0.5%,3%,-1%

# For reference, some entries already given:
SMILES,RXFP1 antag,D1 potentiator,D1 antagonist,D1 agonist,Vif-A3F inh,D2 potentiator,RXFP1 agonist,Vif-APOBEC3G blk,Glioma ERSR ind
O=C(CSc1nc2c([nH]c3ccccc32)c(=O)n1-c1cccc(Cl)c1)NCC1CCCO1 (configuration not stated),.,-5,13,3,5%,12,12%,1%,0%
CCC1=[N+]([O-])C(C)(/C(C)=N\O)N(O)C1(C)C (configuration not stated),-3,-4,-2,1,4%,-10,1.2%,0%,-3%
COc1ccc(CCN(C)CCC(=O)Nc2ccc(C)cc2)cc1OC,-9,-5,-7,-1,-7%,-15,1.4%,-1%,-3%
Cc1ccc(S(=O)(=O)NNC(=O)Nc2cccc(F)c2)c(C)c1,4,-5,-26,6,2%,.,-2.4%,-5%,-4%
COc1ccc(Cl)cc1NC(=O)CCCn1c(C)c2cnn(-c3ccccc3)c(=O)c2c1C,-33,-5,-79*,1,11%,6,0.6%,-8%,-2%
CCN(CC(=O)Nc1ccccc1C(F)(F)F)C(=O)c1ccc2c(c1)NC(=O)C(C)S2 (configuration not stated),5,.,.,.,-2%,.,.,-8%,-2%
N#C/C(=C\c1ccc[nH]1)C(=O)NC1CC1,5,9,3,0,4%,10,0.0%,-1%,-3%
Clc1ccc(-c2nnc(NC3=NCCCCC3)o2)cc1,-1,-6,-12,0,-1%,-3,1.8%,4%,-15%
O=C(NC1CCNCC1)C1CC1,-4,0,7,2,0%,-7,0.7%,2%,2%
CCOc1ccc(C(c2c(O)cc(C)n(Cc3ccco3)c2=O)N2CCCCC2)cc1 (configuration not stated),-9,-2,-6,4,3%,11,2.2%,1%,-3%
Cc1ccc(-n2nc(C(=O)N3CCN(C)CC3)c3c4ccccc4n(C)c3c2=O)cc1,5,.,.,.,-3%,.,.,5%,-5%
Cc1nc(CS(=O)(=O)c2ccccc2)cc(N2CCOCC2)n1,-3,0,-9,2,-24%,4,1.4%,-6%,-3%
O=C(NCCCNC(=O)c1ccc(Cl)cc1Cl)c1ccccn1,-13,.,12,1,7%,2,4.4%,2%,1%
Cc1ccc(Cn2cc(S(=O)(=O)c3ccccc3)c(=O)c3cc(F)c(N4CCOCC4)cc32)cc1,-24,0,-11,3,2%,5,4.3%,0%,-1%
CC(=O)Nc1ccc([N+](=O)[O-])c(CS(=O)(=O)c2ccc(C)cc2)c1[N+](=O)[O-],-1,-5,-10,2,1%,-6,4.0%,-3%,-2%

# (continued)
SMILES,RXFP1 antag,D1 potentiator,D1 antagonist,D1 agonist,Vif-A3F inh,D2 potentiator,RXFP1 agonist,Vif-APOBEC3G blk,Glioma ERSR ind
O=C(NC1CC1)c1sc2cc([N+](=O)[O-])ccc2c1Cl,-8,-2,-7,0,0%,15,2.8%,-2%,5%
CCCN(CCC)CCNC(=S)Nc1ccc2nc3n(c(=O)c2c1)CCCCC3,-15,0,-1,4,7%,-2,0.8%,4%,1%
CCOC(=O)c1c(NC(=S)Nc2ccccc2)sc(C)c1C,-39,-5,-1,-1,-5%,20,17%,-5%,-3%
Cc1ccc(C(C)C)c(OCCSc2nc(-c3ccccc3F)nc3cc(=O)[nH]n23)c1,.,-6,-12,38*,4%,-7,0.5%,3%,0%
CCOC(=O)c1sc(=S)n(C)c1NC(=O)c1ccc(OC)cc1,15,2,-8,0,14%,10,-4.0%,0%,-4%
O=C(Nc1cccc(S(=O)(=O)N2CCCC2)c1)C1CCCN1C(=O)c1cccs1 (configuration not stated),-4,-4,4,1,11%,-2,0.0%,-17%,-7%
COc1ccccc1CNC(=O)C(c1ccccc1)c1ccccc1,-9,3,5,3,2%,7,1.1%,-4%,-5%
Cc1cc(=O)n2nc(N3CCC(C(=O)NCCCOC(C)C)CC3)sc2n1,.,-3,-4,-1,-2%,3,11%,4%,-2%
Cc1cc(NC(=O)c2ccc3c(c2)C(=O)N(C)C3=O)no1,4,2,-5,5,3%,6,0.4%,1%,-4%
O=C(NC(NC(=S)N1CCOCC1)C(Cl)(Cl)Cl)c1ccc(Cl)cc1 (configuration not stated),.,-10,-20,18,6%,-1,0.2%,-1%,-3%
COc1ccc(C2=NN(c3ccccc3)C(c3ccc(OC)c(OC)c3)C2)cc1 (configuration not stated),1,3,2,5,3%,0,28%,0%,11%
O=C1CC(NC23CC4CC(CC(C4)C2)C3)C(=O)N1c1ccc2c(c1)OCO2 (configuration not stated),-7,-7,8,1,-5%,-3,0.5%,1%,-4%
COC(=O)c1ccc(OC(=O)C23CCC(C)(C(=O)O2)C3(C)C)cc1 (configuration not stated),5,-2,12,1,8%,-3,0.7%,2%,-4%
C#CCOc1ccc(/C=C2\SC(=S)N(Cc3cccnc3)C2=O)cc1,-7,4,-16,10,-24%,-1,0.0%,-9%,1%
c1ccc(-c2ccc3nnnn3n2)cc1,0,2,5,4,11%,1,0.1%,0%,0%
Cc1cc(NC(=O)Cn2cnc3c(nnn3-c3cccc(F)c3)c2=O)no1,0,0,-3,3,5%,12,4.9%,0%,-3%
Cc1ccc(N2CC(C(=O)OCC(=O)C(C)(C)C)CC2=O)cc1 (configuration not stated),9,-5,13,0,1%,1,-0.9%,0%,-5%
O=c1c2ccccc2nnn1COc1ccc(F)cc1Cl,-24,-4,-3,1,2%,7,0.8%,1%,6%
CNC(=O)c1ccc(CN(C)C(=O)/C=C/c2ccc(S(=O)(=O)N3CCCCCC3)cc2)cc1,0,.,.,.,0%,.,.,1%,-3%
CCCCOc1ccc(CSCCNC(=S)Nc2ccccc2)cc1,-1,-7,3,1,-14%,-2,0.6%,-9%,-2%
CC(C)(C)c1ccc(S(=O)(=O)N2CCN(Cc3noc(CCC(=O)N4CCCCC4)n3)CC2)cc1,-7,-3,1,1,-7%,-2,-0.2%,6%,-2%
Cc1c(C(=O)NCc2ccccn2)sc2nc(-c3ccccc3)cn12,7,-2,12,4,-27%,-19,0.6%,-14%,3%
CCCCN(C(=O)c1ccc(-c2ccc([N+](=O)[O-])cc2)o1)c1c(N)n(CCCC)c(=O)[nH]c1=O,-2,1,10,1,0%,8,-1.0%,?,?

# A portion of the library; rates above refer to the full screens.
